TbREL1 primary = TbREL1 inhibition, primary screen | P86926 | TbREL1 RNA ligation, FRET fluorescence | inhibition, % at 9.66 µM | hit rate 0.49% among 89,000;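 active means inhibition above the mean inhibition across all screened compounds plus 3 SD, cut at about 11% in these data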;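 further: 0% = plate median of test wells and 100% = NSC42067 control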
Target sequence (P86926 whole entry, looked up): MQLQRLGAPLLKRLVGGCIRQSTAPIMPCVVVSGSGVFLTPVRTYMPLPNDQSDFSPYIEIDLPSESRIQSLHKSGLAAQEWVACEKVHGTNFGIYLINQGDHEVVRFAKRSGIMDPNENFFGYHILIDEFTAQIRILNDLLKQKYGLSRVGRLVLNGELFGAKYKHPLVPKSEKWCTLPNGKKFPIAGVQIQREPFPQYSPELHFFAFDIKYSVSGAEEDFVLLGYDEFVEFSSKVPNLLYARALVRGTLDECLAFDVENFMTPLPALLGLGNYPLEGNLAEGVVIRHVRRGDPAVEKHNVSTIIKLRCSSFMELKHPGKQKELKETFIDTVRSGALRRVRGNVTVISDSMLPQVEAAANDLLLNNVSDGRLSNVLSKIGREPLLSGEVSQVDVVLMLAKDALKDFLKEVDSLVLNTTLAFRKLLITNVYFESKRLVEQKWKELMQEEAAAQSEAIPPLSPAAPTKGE
* = called active by the depositor. These rows are one share of the data; the hit share may differ from the screen's.

Screening COCc1ccc(CN2CCc3c([nH]c4ccccc34)C2C(C)(C)C)o1 (stereo not given) returned TbREL1 primary -5.
`Cc1cc(C)cc(NC(=O)c2ccccc2CC[N+](=O)[O-])c1` gave TbREL1 primary 6.
For COc1ccc(-n2c(SCC(=O)N/N=C(/C)c3cccc(O)c3)nc3ccccc3c2=O)cc1 the results were TbREL1 primary 0.
CCOc1ncccc1C(=O)Nc1ccc(S(=O)(=O)Nc2cc(C)nc(C)n2)cc1 was read as TbREL1 primary 1.
For COCCNC(=O)C1CCCN(S(=O)(=O)c2c(C)noc2/C=C/c2cccs2)C1 (stereo not given) the results were TbREL1 primary -3.
For C[C@H]1CCCCO[C@H](CN(C)Cc2ccc(C(=O)O)cc2)[C@@H](C)CN([C@@H](C)CO)C(=O)c2cc(NS(=O)(=O)c3cn(C)cn3)ccc2O1 the results were TbREL1 primary -2.
Screening Cc1sc2nc(CN3CCCC3)nc(N3CCN(S(=O)(=O)c4cccs4)CC3)c2c1C returned TbREL1 primary 3.
For C=CCNC(=S)NNc1ncnc2sc3c(c12)CC(C)(C)OC3 the results were TbREL1 primary -4.
Screening COc1ccc(OC)c(N(C(=O)c2snc(C(N)=O)c2N)C(C(=O)NCC2CCCO2)c2ccc3ncccc3c2)c1 (stereo not given) returned TbREL1 primary 2.
`CC(=O)CCS(=O)(=O)c1ccc(C)c(C)c1` gave TbREL1 primary 2.
For CCOc1ccccc1/C=C/c1onc(C)c1S(=O)(=O)N1CCC(C(=O)NC(C)C)CC1 the results were TbREL1 primary -2.
Cn1c(=O)cc(-c2ccccc2)c2ccccc21 was read as TbREL1 primary -1.
Screening COc1ccc(F)cc1-c1nc(N)nc(N)n1 returned TbREL1 primary 1.
Cc1ccc(CN2CCN(CCCc3ccccc3)CC2CCO)cc1 (stereo not given) was read as TbREL1 primary -2.
`CC(C)CC(=O)N1CCC(C(=O)NCC2COc3ccccc3O2)CC1` (stereo not given) gave TbREL1 primary -1.
`Cc1cc(C)nc(SCc2nc3ccccc3n2C)n1` gave TbREL1 primary 2.
Screening CC(=O)c1ccc(OCC(O)CNCc2ccc3c(c2)OCO3)cc1 (stereo not given) returned TbREL1 primary -3.
For COc1ccc(NC(=O)CSc2nnnn2C)cc1S(=O)(=O)N1CCCCC1 the results were TbREL1 primary 2.
For COc1ccc(S(=O)(=O)N(C)c2ccc(C(=O)N3CCN(c4ccccc4)CC3)cc2)cc1OC the results were TbREL1 primary -8.
For CC(=O)c1cccc(-c2ccc3c(c2)C(C)(Cc2ccc(S(C)(=O)=O)cc2)C(=O)N3)c1 (stereo not given) the results were TbREL1 primary -3.

Some of these compounds in order of formula weight, low to high.
`Cc1cc(C)nc(SCc2nc3ccccc3n2C)n1` gave TbREL1 primary 2.
For C=CCNC(=S)NNc1ncnc2sc3c(c12)CC(C)(C)OC3 the results were TbREL1 primary -4.
Screening Cc1sc2nc(CN3CCCC3)nc(N3CCN(S(=O)(=O)c4cccs4)CC3)c2c1C returned TbREL1 primary 3.

Additional results follow.
CCOC(=O)[C@]12CCC=C1N(Cc1ccc3c(c1)OCO3)C(=O)[C@H](CC(=O)N1CCC(c3ccccc3)CC1)C2 was read as TbREL1 primary -5.
For CCOC(=O)C1CCN(C(=O)c2cc3c(=O)n4cccc(C)c4nc3s2)CC1 the results were TbREL1 primary 0.
For COc1cc(C(=O)CCc2ccc3c(c2)OCO3)cc(OC)c1OC the results were TbREL1 primary -3.
Cc1ccc(S(=O)(=O)c2c(N)n(CCN3CCOCC3)c3nc4ccccc4nc23)cc1C was read as TbREL1 primary -3.
For Cc1ccnc(NC(=O)CNC(=O)c2ccc(C)s2)c1 the results were TbREL1 primary 1.
`COc1ccc(C(CNC(=S)NCc2ccccc2)N2CCCC2)cc1` (stereo not given) gave TbREL1 primary -1.
CC(CN(C)Cc1ccccc1)OC(=O)c1cccc(F)c1 (stereo not given) was read as TbREL1 primary -1.
For Cc1ccccc1NC(=O)c1cccc(S(=O)(=O)N2CCOCC2)c1 the results were TbREL1 primary 3.
For COc1cc(CNCCc2ccccc2)ccc1OCC(=O)NC(C)(C)C the results were TbREL1 primary 5.
For CCOC(=O)C1=CN2CCC[C@H]2CC1=O the results were TbREL1 primary 3.
`COc1ccc(NC(C)=O)c(C)c1` gave TbREL1 primary 3.
Screening COc1ccc(C2=NOC(C(=O)Nc3c(C)n(C)n(-c4ccccc4)c3=O)C2)cc1OC (stereo not given) returned TbREL1 primary 5.
`CCC(C(=O)Oc1c(C(C)C)cccc1C(C)C)c1ccccc1` (stereo not given) gave TbREL1 primary 5.
`NC(=O)CNC(=O)[C@@H]1CC2(CC(c3ccc(Cl)cc3)=NO2)CN1C(=O)c1ccccc1` (stereo not given in full) gave TbREL1 primary -1.
Cc1cccc(NCc2nc(SCC(N)=O)n[nH]2)c1 was read as TbREL1 primary -3.
C=CCNC(=O)c1c(Cl)nc(C)c([N+](=O)[O-])c1C was read as TbREL1 primary -1.
`C[C@H](CO)N1C[C@H](C)[C@H](CN(C)C(=O)Nc2ccc(C(F)(F)F)cc2)OCc2cnnn2CCCC1=O` gave TbREL1 primary 4.
Screening CCCn1c(=O)c(C(=O)Nc2ccccc2)c(O)c2ccccc21 returned TbREL1 primary 2.
For CC(C)NS(=O)(=O)c1ccc(NC(=S)NC(=O)c2cccc([N+](=O)[O-])c2)cc1 the results were TbREL1 primary 1.
`CCCCc1ncc(CN2CCN(Cc3ccc(C)cc3)C(CCO)C2)[nH]1` (stereo not given) gave TbREL1 primary -5.

Continued; the last five above are carried over.
C=CCNC(=O)c1c(Cl)nc(C)c([N+](=O)[O-])c1C was read as TbREL1 primary -1.
`C[C@H](CO)N1C[C@H](C)[C@H](CN(C)C(=O)Nc2ccc(C(F)(F)F)cc2)OCc2cnnn2CCCC1=O` gave TbREL1 primary 4.
Screening CCCn1c(=O)c(C(=O)Nc2ccccc2)c(O)c2ccccc21 returned TbREL1 primary 2.
For CC(C)NS(=O)(=O)c1ccc(NC(=S)NC(=O)c2cccc([N+](=O)[O-])c2)cc1 the results were TbREL1 primary 1.
`CCCCc1ncc(CN2CCN(Cc3ccc(C)cc3)C(CCO)C2)[nH]1` (stereo not given) gave TbREL1 primary -5.
Screening COc1ccccc1NS(=O)(=O)c1cccc(C(=O)N2CCN(C(=O)c3ccco3)CC2)c1 returned TbREL1 primary -2.
For O=S(=O)(c1cccc(Cl)c1Cl)N1CCN(C(=S)NCCCN2CCOCC2)CC1 the results were TbREL1 primary -1.
O=C1CCc2cc(S(=O)(=O)N3CCC(C(=O)NCCC4=CCCCC4)CC3)ccc2N1 was read as TbREL1 primary 3.
Screening CC(=O)N1CCC2(CC1)C(C#N)=C(N)Oc1n[nH]c(C)c12 returned TbREL1 primary -2.
`CNC(=S)Nc1ccc(OC(F)(F)F)cc1` gave TbREL1 primary -3.
Screening CCOC(=O)c1nn(-c2ccccc2C)c2nc(Nc3ccccc3)cc(=O)n12 returned TbREL1 primary -1.
Screening CCOC(=O)Cc1nnc(-c2ccccc2)o1 returned TbREL1 primary 6.
Cc1[nH]c2c(Cl)cccc2c1CCNC(=O)C1CCCCC1C(=O)OCC(F)(F)F (stereo not given) was read as TbREL1 primary -4.
For O=C(Nc1ccccc1[N+](=O)[O-])c1cccnc1Cl the results were TbREL1 primary -1.
Screening Cc1cccc(NC(=O)CCC(=O)N/N=C/c2cccnc2)c1 returned TbREL1 primary 0.
COc1cc(C(=O)NCCC(=O)NCCCN2CCCCC2)cc(OC)c1OC was read as TbREL1 primary 0.
`Cc1ccc(Cn2c(=O)n(Cc3ccc(C(=O)NCC4COC4)cc3)c(=O)c3ccccc32)cc1` gave TbREL1 primary 11.
O=C(NCCCN1CCC(Cc2ccccc2)CC1)C1CCN(S(=O)(=O)N2CCOCC2)CC1 was read as TbREL1 primary 0.
For Cc1ccc(N(CC(=O)NC2CCCC2)C(=O)CCC(=O)Nc2nccs2)c(C)c1 the results were TbREL1 primary -2.
Nc1c(-c2cccs2)nc2ccccn12 was read as TbREL1 primary -4.
For CCCCNC(=O)Cn1cnc2sc(C)c(S(=O)(=O)N3CCN(c4ccccc4OC)CC3)c2c1=O the results were TbREL1 primary 2.
Screening CN(C)c1ccc(-c2nn3c(C4CCCCC4)nnc3s2)cc1 returned TbREL1 primary 0.
Screening CCC(C)(C)c1nnc(NC(=O)C2CCN(C(=O)c3ccco3)CC2)s1 returned TbREL1 primary -2.
COc1cccc(-c2nc(NCCN3CCOCC3)c3ccccc3n2)c1O was read as TbREL1 primary 1.
`Cc1cccc(NC(=O)CN2C(=O)C(C)Oc3ccccc32)n1` (stereo not given) gave TbREL1 primary 2.

Pulled by compound from the entries so far:
For CC(C)NS(=O)(=O)c1ccc(NC(=S)NC(=O)c2cccc([N+](=O)[O-])c2)cc1 the results were TbREL1 primary 1.
O=C(NCCCN1CCC(Cc2ccccc2)CC1)C1CCN(S(=O)(=O)N2CCOCC2)CC1 was read as TbREL1 primary 0.

(further entries)
Screening COc1ccc(-n2c(COc3ccc(C)cc3)nnc2SCc2ccc(C#N)cc2)cc1 returned TbREL1 primary 0.
Cc1cc(C)c2nc(N3CCN(C)CC3)c(C#N)cc2c1 was read as TbREL1 primary 0.
`COCCN=C1Sc2nc3ccc(C)cc3cc2CN1Cc1ccco1` gave TbREL1 primary -2.
Screening O=S(=O)(NCc1cccnc1)c1ccc(Cl)c2ccccc12 returned TbREL1 primary 8.
`Nc1cnc(CNc2ccccc2Cl)cn1` gave TbREL1 primary 0.
`O=C(NCc1ccccn1)C(=O)NCC1OCCN1S(=O)(=O)c1ccc(F)cc1` (stereo not given) gave TbREL1 primary 0.
Screening CCOC(=O)N1CCN(S(=O)(=O)c2cccs2)CC1 returned TbREL1 primary 0.
`O=C(c1ccc(F)cc1)n1ccc(-c2cnc(-c3ccccc3)s2)n1` gave TbREL1 primary 0.
`COc1ccc(C(=O)Nc2cccc(OC(=O)c3ccc(C)c(C)c3)c2)cc1` gave TbREL1 primary 2.
Screening CC(C)c1ccc(CNC(=O)C2CC(=O)N(C3CCCCC3)C2)cc1 (stereo not given) returned TbREL1 primary -3.
For COc1ccccc1NC(=O)NC1(C(=O)NCC2CCCO2)CCCCC1 (stereo not given) the results were TbREL1 primary 1.
O=C1NC(c2ccccc2)Nc2c1sc(=S)n2-c1ccccc1 (stereo not given) was read as TbREL1 primary -4.
For Cc1ccc(C(=O)Nc2nnc(-c3ccncc3)o2)cc1 the results were TbREL1 primary 4.
CCN1C(=NCCc2ccc(Br)cc2)N[C@@H](c2ccccc2)[C@H](C(=O)OC)[C@H]1C was read as TbREL1 primary 8.
Screening O=C1c2ccccc2C(=O)c2c1ncn2-c1ccccc1 returned TbREL1 primary 0.
Screening O=C(N/N=C/c1c(Cl)[nH]c2ccccc12)c1sc2ccccc2c1Cl returned TbREL1 primary 3.
`CCN(CC)c1ccc(NC(=O)c2[nH]c(C)c(C(C)=O)c2C)c(C)c1` gave TbREL1 primary -4.
CCN(Cc1ccccc1)C(=O)c1ccc(Cl)cc1[N+](=O)[O-] was read as TbREL1 primary 0.
`CCN1C(=O)[C@@H]2[C@@H](c3ccc(-c4ccc5c(c4)OCO5)c(OC)c3)N3CCC[C@@]3(C(=O)OC)[C@@H]2C1=O` gave TbREL1 primary 0.
`CC(=O)C1C(c2ccc([N+](=O)[O-])cc2)c2c(noc2C)CC1(C)O` (stereo not given) gave TbREL1 primary -1.
`CCOC(=O)c1nn(-c2ccccc2F)c(-c2ccccc2)c1C(=O)c1ccccc1` gave TbREL1 primary 0.
COC(=O)[C@@H]1[C@H](O[Si](C)(C)C(C)(C)C)[C@H]2O[C@H]2C[C@H]1S(=O)(=O)c1ccccc1 was read as TbREL1 primary 3.
For CC(=O)C(Cc1ccccc1)NC(=O)CN1c2cccc3cccc(c23)S1(=O)=O (stereo not given) the results were TbREL1 primary -3.
Screening O=C(O)c1cccc(Nc2nc3ccccc3nc2NS(=O)(=O)c2ccc(F)cc2)c1 returned TbREL1 primary -2.
Screening Cc1cc(NC(=O)c2ccc(NS(=O)(=O)c3ccc(C)c(C)c3)cc2)no1 returned TbREL1 primary 1.
Screening CC(Sc1nc2cc([N+](=O)[O-])ccc2n1-c1ccc(F)cc1)C(=O)NCc1ccc2c(c1)OCO2 (stereo not given) returned TbREL1 primary -4.
For COc1ccc(C(=O)OCCc2sc[n+](CC(=O)c3ccccc3)c2C)cc1 the results were TbREL1 primary 0.
CCC(C)C(NC(=O)C1CCC(=O)N1C(=O)OCc1ccccc1)C(=O)NC(Cc1ccccc1)C(N)=O (stereo not given) was read as TbREL1 primary 1.
CNC(=O)CC1C(=O)N(C)C(=S)N1NC(=O)c1ccc(Cl)cc1 (stereo not given) was read as TbREL1 primary 2.
COc1ccc(C(C)=O)cc1Cn1c(C)c(C(=O)NCC(C)C)sc1=O was read as TbREL1 primary -4.
Screening Cc1ccc(N/C(N)=N/c2nc(C)cc(C)n2)cc1 returned TbREL1 primary -1.
Cn1c(=O)c2c(ncn2CC(=O)N2CCN(c3ccccc3)CC2)n(C)c1=O was read as TbREL1 primary -3.
COc1ccc(-n2nnnc2/C=C\Nc2ccccc2C(=O)c2ccccc2)cc1 was read as TbREL1 primary 1.
For C=CCN(C(=O)CNC(=O)c1ccco1)C(C(=O)NC1CCCCC1)c1ccc(F)cc1 (stereo not given) the results were TbREL1 primary -2.
CCCCNC(=O)CCCn1c(=O)c2ccccc2n(CC(=O)NCCC2=CCCCC2)c1=O was read as TbREL1 primary -1.

Structural class, those above containing a COOH group
For C[C@H]1CCCCO[C@H](CN(C)Cc2ccc(C(=O)O)cc2)[C@@H](C)CN([C@@H](C)CO)C(=O)c2cc(NS(=O)(=O)c3cn(C)cn3)ccc2O1 the results were TbREL1 primary -2.
Screening O=C(O)c1cccc(Nc2nc3ccccc3nc2NS(=O)(=O)c2ccc(F)cc2)c1 returned TbREL1 primary -2.

Screens deposited in PubChem by The Scripps Research Institute Molecular Screening Center.
